High-throughput results as filed in PubChem.
PMI inhibitors: inhibitors of human PMI, primary screen, biochemical, fluorescence intensity, coupled assay (AID 1209); Mannose-6-phosphate isomerase (Homo sapiens); 190,000 tested, 0.42% active; one-dose inhibition, % at 20 µM; IC50 in µM for titrated hits; purified PMI enzyme, coupled fluorescence intensity; higher % means a stronger effect;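 further: plate controls were DMSO vehicle for no effect and wells lacking substrate for full effect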
Large T inhibition: SV40 large T antigen inhibitors, biochemical (AID 1903). SV40 large T antigen ATPase/helicase inhibition assay; higher % means a stronger effect. one-dose inhibition, % at 20 µM; IC50 in µM for titrated hits. 310,000 tested, 0.39% active; in the data active means a potency from the dose series; inconclusive means inhibition mostly from about 32% at the one dose, without a potency; inactive means the rest, 99 in 100 with inhibition below about 32%; further: strong numbers were not always called active
PMI inhibition: human PMI inhibitors, high substrate, primary screen, biochemical, fluorescence intensity, high mannose 6-phosphate (AID 1220). inhibition, % at 20 µM, or IC50 in µM where a hit was titrated. recombinant PMI enzyme, coupled fluorescence intensity; higher % means a stronger effect. 190,000 tested, 0.66% active. Mannose-6-phosphate isomerase (Homo sapiens)
TNAP activation fold: human TNAP enzyme activators, primary screen, biochemical, luminescent, no phosphate acceptor, uHTS (AID 1001) | purified TNAP, luminescent activation assay, no phosphate acceptor; higher activation fold means a stronger effect | activation fold at 20 µM; hits with a dose series show EC50 in µM | 200,000 tested, 0.03% active; in the data active means activation fold from about 3, or a potency from the dose series; inactive means the rest, 99 in 100 with activation fold below about 1.6; further: many of its hits are not listed in these tables
RSV antiviral HEp-2: RSV antiviral activity via CPE protection, HEp-2 cells, primary 10 µM value included (AID 2391); one-dose CPE inhibition, % at 10 µM; IC50 in µM for titrated hits; 310,000 tested, 0.13% active; HEp-2 cells, RSV-induced CPE inhibition; higher % means a stronger effect; in the data active means a potency from the dose series; inconclusive means CPE inhibition mostly from about 23% at the one dose, without a potency; inactive means the rest, 99 in 100 with CPE inhibition below about 21%; further: strong numbers were not always called active
ER stress rescue: rescue of cells from ER stress-induced death, primary screen, 384-well, CSM14.1, thapsigargin, ATP luminescence (AID 1222); cellular ATP content (survival), % at 20 µM; hits with a dose series show EC50 in µM; CSM14.1 thapsigargin-induced death rescue, ATP luminescence; higher % means a stronger effect; 190,000 tested, under 10 active;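 active means EC50 below 50 µM in the dose-response confirmation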;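 further: death triggered by thapsigargin at about 15 µM added after 2 h compound pretreatment; cell ATP read after overnight thapsigargin exposure of roughly 18 to 22 hours; normalized against plate controls of thapsigargin alone and 5% DMSO vehicle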
Insulin prom up: insulin promoter activators in MIN6 cells, imaging, high-content screening, mouse beta cells | z-score at 5 µM | MIN6 insulin promoter-GFP reporter; hits give high values | 190,000 tested, 0.3% active;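 active means z-score above 3 at 5 µM with at least 500 cells counted in the well; inconclusive means wells under 500 cells, flagged as cytotoxic or low count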
West Nile antiviral: West Nile virus antiviral activity, cell-based, CPE readout (AID 1621). 290,000 tested, 0.02% active. CPE inhibition, % at 10 µM; hits with a dose series show IC50 in µM. West Nile virus-infected cells, CPE inhibition; higher % means a stronger effect; in the data active means a potency from the dose series; inconclusive means CPE inhibition mostly from about 3.7% at the one dose, without a potency; inactive means the rest, 99 in 100 with CPE inhibition below about 2.2%; further: strong numbers were not always called active
Salmonella PhoP GFP: inhibitors of PhoP regulon expression, primary screen, Salmonella Typhimurium, GFP reporter (AID 1863). S. Typhimurium PhoP-regulated promoter GFP reporter, 4 h; higher % means a stronger effect. one-dose inhibition, % at 50 µM; IC50 in µM for titrated hits. 300,000 tested, 0.16% active;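 active means inhibition over 29.93%, a cutoff 3 SD above the screen mean, later confirmed by dose response; inconclusive means inhibition over 29.93% but no dose response follow-up; inactive means inhibition at most 29.93% or unconfirmed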;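 further: 0% = low Mg2+ inducing control and 100% = high Mg2+ repressing control; strong numbers were not always called active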
Insulin prom up cell count: recorded beside Insulin prom up, whose call it bears; cell count; measured here: cytotoxicity, nuclei count;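 total cells summed across four imaged fields per well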
* hit, by the source's call; ? = inconclusive; . = not tested or not shown. Unless noted, no stated cut-off is given here; in the data, active means inhibition above about 50%; inactive means the rest.

Structure | PMI inhibitors | Large T inhibition | PMI inhibition | TNAP activation fold | RSV antiviral HEp-2 | ER stress rescue | Insulin prom up | Insulin prom up cell count | West Nile antiviral | Salmonella PhoP GFP
Cc1cccc(NC(=O)c2cc(NC(=O)C3CCCCC3C(=O)O)ccc2Cl)n1 (stereo not given) | 5% | 2% | 1% | 1.1 | 1.2% | 0.1% | 0.79 | 1345 | 0.2% | -1%
CCCn1cnc2c(=S)nc(N)[nH]c21 | . | 19% | . | . | 0.9% | . | -0.08 | 1333 | -0.3% | 6%
COc1ccc(CCNC/C=C/c2ccccc2)cc1 | . | 16% | . | . | 0.2% | . | . | . | -0.3% | 8%
CN(Cc1ccccn1)Cc1nc(COc2ccccc2)no1 | 2% | . | -2% | 1.1 | 0.7% | -0.3% | -0.31 | 1382 | -0.6% | .
CN(C)C(CNC(=S)Nc1cccc(Cl)c1)c1cccnc1 (stereo not given) | 1% | 8% | -3% | 1.1 | -0.8% | -2.2% | -0.33 | 1216 | -0.5% | 3%
CC1C(=O)C(C)C(c2cccc(Br)c2)NC1c1cccc(Br)c1 (stereo not given) | . | 11% | . | . | 16% | . | . | . | -0.2% | 1%
COc1ccc(NC(=O)Cc2ccc(Cl)c(Cl)c2)cn1 | -4% | 5% | 14% | 1.1 | 1.6% | -2.4% | -1.1 | 1231 | -0.3% | -5%
CC1CCCC(NC(=O)COC(=O)c2cccc(NS(=O)(=O)/C=C/c3ccccc3)c2)C1C (stereo not given) | 4% | 12% | -7% | 1 | 2.2% | -1.0% | 1 | 1331 | 0.5% | -4%
COc1ccccc1NNC(=O)C(O)(c1ccccc1OC)c1ccccc1OC | -19% | 10% | -16% | 1.1 | -0.2% | -1.9% | . | . | -0.5% | 3%
CCN1C(=O)CC(C(=O)OC)=C1C | -6% | 15% | 19% | 1 | -0.1% | -8.1% | 0.15 | 1297 | 0.2% | -4%
CCC(C)c1ccccc1NC(=O)c1cc2cccc([N+](=O)[O-])c2[nH]1 (stereo not given) | . | 15% | . | . | 9.4% | . | -0.32 | 851 | -0.2% | -19%
Cn1c(C(=O)N2CCN(c3ccc(Cl)cc3)CC2)cc2c(=O)[nH]c3ccccc3c21 | 14% | 1% | 7% | 1.1 | 14% | -0.4% | -1.3 | 1125 | 2.4% | 7%
O=C(Nc1ccc(-c2nc3ccccc3[nH]2)cc1)c1cccc(N2C(=O)CCC2=O)c1 | -8% | 14% | -6% | 1 | 3.8% | -0.1% | 0.26 | 1437 | 0.0% | 12%
Cc1ccc(NC(=O)N2CCCCCC2)cc1 | . | 1% | . | . | 1.7% | . | . | . | -0.2% | 5%
COc1ccc(-c2csc(-c3cccs3)n2)c(OC)c1 | 2% | 6% | -3% | 1.1 | 7.0% | -1.4% | -1.2 | 1215 | 0.0% | 9%
CCN1CCN(C(=O)c2ccc(C)c(S(=O)(=O)Nc3cccc(C)c3)c2)CC1 | . | 26% | . | . | -0.3% | . | . | . | -0.2% | -5%
O=C(Nc1ccccc1C(=O)Nc1ccccc1)c1ccccc1F | . | 0% | . | . | 1.0% | . | . | . | -0.9% | 11%
COc1ccc(CCNC(=O)CC2SC(N)=NC2=O)cc1OC (stereo not given) | 8% | -4% | 10% | 1.1 | 0.9% | 0.7% | 0.11 | 1462 | 1.1% | 10%
O=C(NC(Cc1ccccc1)C(=O)NCCc1ccccn1)c1cccs1 (stereo not given) | . | 20% | . | . | 2.6% | . | . | . | -0.5% | -2%
COc1ccc(C[C@H]2CN3C(=NC[C@@H]3C(C)C)N2CCNC(=O)CCC2CCCCC2)cc1 | 7% | 8% | -2% | 1.1 | -1.5% | -1.9% | -2.1 | 929 | . | 0%
CSc1cccc(NC(=O)CC2Oc3ccccc3NC2=O)c1 (stereo not given) | . | 3% | . | . | 0.5% | . | . | . | -0.4% | -8%
Cc1cc(=O)oc(C)c1C(=O)O | 15% | -4% | 1% | 1.1 | 0.2% | -1.9% | 0.36 | 1070 | 0.6% | -2%
CCN(CC(=O)NC(C)C)C(=O)c1ccc(Cl)cc1 | 8% | 5% | -6% | 1.1 | 1.8% | -3.0% | -0.39 | 1510 | 0.4% | -8%
CCCOc1ccc(-c2csc3ncn(Cc4ccc(C(=O)O)cc4)c(=O)c23)cc1 | 8% | 6% | 7% | 1.1 | 4.6% | 1.1% | . | . | -0.2% | -2%
CCN(CC)S(=O)(=O)c1cc(C(=O)Nc2ccccc2[N+](=O)[O-])ccc1Cl | 12% | 21% | 2% | 1.2 | ? | -2.2% | -0.97 | 1479 | ? | 1%

Rewritten with each value named: 2 of the compounds above
COc1ccc(CCNC/C=C/c2ccccc2)cc1
- PMI inhibitors: .
- Large T inhibition: 16%
- PMI inhibition: .
- TNAP activation fold: .
- RSV antiviral HEp-2: 0.2%
- ER stress rescue: .
- Insulin prom up: .
- Insulin prom up cell count: .
- West Nile antiviral: -0.3%
- Salmonella PhoP GFP: 8%
CN(Cc1ccccn1)Cc1nc(COc2ccccc2)no1
- PMI inhibitors: 2%
- Large T inhibition: .
- PMI inhibition: -2%
- TNAP activation fold: 1.1
- RSV antiviral HEp-2: 0.7%
- ER stress rescue: -0.3%
- Insulin prom up: -0.31
- Insulin prom up cell count: 1382
- West Nile antiviral: -0.6%
- Salmonella PhoP GFP: .

(continued)
Structure | PMI inhibitors | Large T inhibition | PMI inhibition | TNAP activation fold | RSV antiviral HEp-2 | ER stress rescue | Insulin prom up | Insulin prom up cell count | West Nile antiviral | Salmonella PhoP GFP
Nc1ccc(SCC(=O)Nc2cccc([N+](=O)[O-])c2)cc1 | -7% | ? | -9% | 1.1 | -2.3% | . | -1.6 | 1276 | -0.3% | -2%
CCOc1cc(/C=N/NC(=O)c2cccnc2)ccc1OCC(=O)N1CCOCC1 | 12% | 16% | 6% | 1 | 0.5% | -2.5% | 2.1 | 1578 | -0.7% | -8%
O=C(CCSc1nc(-c2ccco2)cc(C(F)(F)F)n1)NCC1CCCO1 (stereo not given) | -17% | 4% | -37% | 1.1 | 1.6% | -2.2% | 0 | 1395 | 0.1% | -3%
C=CCNC(=O)C(C#N)c1nc2ccccc2nc1N1CCN(Cc2ccccc2)CC1 (stereo not given) | 18% | 0% | 7% | 1 | -0.9% | 3.0% | 0.54 | 1274 | 0.4% | 8%
CC(=O)Nc1ccc(NC(=O)CCn2c(=S)oc3ccccc32)cc1 | 6% | 22% | 5% | 1.2 | 0.3% | 0.3% | -1.2 | 1508 | -0.7% | 2%
COCC(=O)Nc1ccccc1C(=O)Nc1ccc(OC)cc1 | 10% | 1% | 10% | 1.1 | 2.0% | -1.1% | 1.1 | 1382 | -0.2% | -9%
Cc1ccc(S(=O)(=O)NNC(=O)c2cccc(O)c2)cc1 | 6% | -5% | -6% | 1.1 | 0.8% | -0.6% | . | . | 1.0% | -7%
O=C(Nc1ccc([N+](=O)[O-])cc1)c1cccc(S(=O)(=O)Nc2cccnc2)c1 | . | 2% | . | . | 12% | . | . | . | 0.1% | -5%
COc1ccc(CCNC(=O)Cn2nnc(C(=O)Nc3ccc(Br)cc3)c2N)cc1OC | . | 9% | . | . | ? | . | . | . | 0.6% | -7%
O=C(Cn1cc([N+](=O)[O-])cn1)NCc1ccc(-n2cccn2)cc1 | 14% | 3% | 12% | 1 | 1.4% | -2.3% | -0.21 | 1419 | -0.4% | 8%
O=C(CCC1COc2ccccc2O1)NCc1ccco1 (stereo not given) | 2% | 9% | 0% | 1.2 | 1.9% | -1.9% | -1.4 | 1271 | 0.4% | -4%
Cc1ccccc1N1C(=O)c2sc3nc4c(c(=O)n3c2C1=O)CCC4 | -1% | 2% | 3% | 1.1 | 0.7% | -1.7% | -0.04 | 1196 | 0.8% | -9%
CCC(=O)c1ccc(Oc2nc3c(c(=O)n(C)c(=O)n3C)n2CC)cc1 | . | 11% | . | . | 9.6% | . | . | . | -1.2% | 1%
CC(C)n1c(NCCO)nc2ccccc21 | 15% | 3% | 11% | 1.1 | 0.6% | 1.1% | 1.3 | 1590 | 0.3% | 4%
Cc1c(NC(=O)C(C)OC(=O)c2sc3ccccc3c2Cl)c(=O)n(-c2ccccc2)n1C (stereo not given) | -17% | 17% | -14% | 1 | 7.5% | -0.1% | 0.06 | 1367 | -0.1% | -18%
COc1ccc(S(=O)(=O)N2CC3C4C=CC(C4)C3C2)cc1 (stereo not given) | 2% | 6% | -2% | 1.1 | 13% | 0.4% | . | . | -0.7% | -5%
COc1ccc(S(=O)(=O)N2CCCC(C(=O)NCCC3=CCCCC3)C2)cc1 (stereo not given) | 4% | 6% | 2% | 1.2 | 1.1% | -2.4% | 0.46 | 1848 | -0.2% | -5%
COc1ccc2[nH]cc(C(O)CN3CCN(c4ccccc4F)CC3)c2c1 (stereo not given) | . | 4% | . | . | . | . | -0.42 | 1353 | -0.7% | 0%
Cc1cccc(S(=O)(=O)Nc2ccc(C)c3c2OC(C)(C)C3)c1 | -2% | 9% | -8% | 1.1 | 15% | -2.9% | -0.82 | 706 | -1.5% | 3%
Cc1ccc(C(=O)c2ccc([N+](=O)[O-])cc2)cc1C | 5% | -5% | 1% | 1 | 0.4% | -2.6% | 0.57 | 945 | 0.1% | 2%
CCOc1ccc(NC(=O)CSc2ncn[nH]2)c([N+](=O)[O-])c1 | 9% | -2% | 3% | 1.1 | -0.1% | 1.6% | 0.26 | 1238 | -0.7% | -13%
COC(=O)CNC(=O)CSc1ccccn1 | . | 5% | . | . | 3.0% | . | -0.1 | 1090 | 0.2% | 1%
CCOc1ccc2c(c1)OC(c1ccc(OC)cc1)(C(F)(F)F)NC2=O (stereo not given) | 17% | -3% | 11% | 1.1 | 3.8% | 0.5% | 0.05 | 996 | 11% | -3%
C[C@H](NC(=O)[C@H](Cc1ccccc1)NC(=O)c1cc2cc(Cl)ccc2n1C)C(=O)O | . | 26% | . | . | 3.8% | . | . | . | -0.8% | -1%
CSCCC(NC(=O)c1ccccc1Br)C(=O)NCc1ccc(F)cc1 (stereo not given) | . | -6% | . | . | -1.8% | . | . | . | -0.5% | 10%
CC1CC(C)CN(CCCNC(=O)CCNC(=O)Cn2ccc3ccccc3c2=O)C1 (stereo not given) | 10% | 9% | 9% | 1 | -0.1% | -1.2% | 0.59 | 874 | 0.2% | 2%
CC1=CCC(C(=O)O)(C(=O)N/N=C/c2cccs2)C(c2ccc(Cl)cc2)C1 (stereo not given) | 16% | 15% | 14% | 1.1 | 5.5% | -1.5% | . | . | -0.6% | 4%
O=C(Nc1ccc(S(=O)(=O)NC2=NCCCCC2)cc1)c1ccc(=O)[nH]c1 | -13% | -3% | -8% | 1 | -2.4% | -0.5% | 0.05 | 1349 | 1.4% | -1%
COc1cc2c(cc1OC)CN(CCOc1ccc(Br)cc1)CC2 | . | -1% | . | . | 2.5% | . | . | . | -1.4% | 3%
